EBI2 block: blocks human EBI2 receptor beta-arrestin signaling | P32249 | inhibition, % at 5 µM | 360,000 compounds, 0.81% hits | EBI2 beta-arrestin recruitment, luminescence, 7a,25-OHC stimulated; in the data active = inhibition above about 38%;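 note: enzyme fragment complementation signal reports receptor beta-arrestin coupling in cells; 0% = agonist plus DMSO wells and 100% = wells without agonist; some results beyond the cut were filed as inactive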
Target sequence (P32249 whole entry, looked up, the tested form may be a part): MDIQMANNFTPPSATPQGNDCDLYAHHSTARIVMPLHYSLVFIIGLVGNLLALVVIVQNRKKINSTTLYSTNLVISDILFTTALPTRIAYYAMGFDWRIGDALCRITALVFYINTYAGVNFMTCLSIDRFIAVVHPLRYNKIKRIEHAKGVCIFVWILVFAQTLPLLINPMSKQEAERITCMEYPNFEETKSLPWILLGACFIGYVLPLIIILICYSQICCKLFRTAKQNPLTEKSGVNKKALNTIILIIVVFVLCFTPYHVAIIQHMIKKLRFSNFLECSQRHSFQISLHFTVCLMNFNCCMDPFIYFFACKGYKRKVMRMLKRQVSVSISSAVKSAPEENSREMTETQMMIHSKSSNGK
CCR6 antagonist: CCR6 (human) receptor antagonism | P51684 | CHO-K1 CCR6 PathHunter beta-arrestin, luminescence, CCL20-stimulated | inhibition, % at 20 µM | 340,000 compounds, 0.49% hits;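 active = compounds whose inhibition of the agonist-driven luminescence signal at 20 µM reaches about 50%, limit read from the data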;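 note: cells stimulated with CCL20 at 14 nM final; plate controls were DMSO with CCL20 for no effect and DMSO without agonist for full effect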
Target sequence (P51684 whole entry, looked up): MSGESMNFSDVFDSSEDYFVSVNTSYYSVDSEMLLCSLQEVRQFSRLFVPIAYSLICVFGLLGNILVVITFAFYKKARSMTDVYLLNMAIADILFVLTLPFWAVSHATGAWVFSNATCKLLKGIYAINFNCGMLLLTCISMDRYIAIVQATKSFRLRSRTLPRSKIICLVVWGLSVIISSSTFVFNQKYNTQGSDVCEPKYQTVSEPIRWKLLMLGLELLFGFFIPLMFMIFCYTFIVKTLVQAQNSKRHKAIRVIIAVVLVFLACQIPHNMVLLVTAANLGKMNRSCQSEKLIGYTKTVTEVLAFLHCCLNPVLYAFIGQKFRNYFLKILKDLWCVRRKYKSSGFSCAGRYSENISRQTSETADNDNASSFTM
CXCR6 block: inhibitors of human CXCR6 receptor. CHO-K1 PathHunter CXCR6 beta-arrestin, luminescence. inhibition, % at 20 µM. 360,000 compounds, 0.36% hits. AID 602244; in the data active = inhibition above about 34%, passing the limit was not always enough;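 note: antagonist mode with CXCL16 agonist at 10 nM final; 0% = 10 nM CXCL16 with DMSO and 100% = unstimulated wells without agonist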
* marks the source's active call; other numbers are inactive results. A portion of the library. The share of hits here may be higher or lower than overall.

Cc1cc(=O)oc2c(O)c(O)ccc12
  EBI2 block: 0
  CCR6 antagonist: -8
  CXCR6 block: -2

CC(=O)N/N=C/c1cc(C(C)(C)C)cc(/C=N/NC(C)=O)c1O
  EBI2 block: -8
  CCR6 antagonist: -21
  CXCR6 block: -7

CC(=O)Nc1ccc2cc3ccc(NC(C)=O)cc3nc2c1
  EBI2 block: -9
  CCR6 antagonist: -9
  CXCR6 block: -13

N#Cc1ccc(NC2c3ccccc3CC2O)cc1 (configuration not stated)
  EBI2 block: -10
  CCR6 antagonist: 13
  CXCR6 block: -3

Cc1ccc(NC(=O)CN2C(=O)N/C(=C/c3cccn3-c3ccc(C(=O)O)cc3)C2=O)cc1
  EBI2 block: -10
  CCR6 antagonist: 16
  CXCR6 block: 5

COc1cc(CNc2ccc(S(N)(=O)=O)cc2)ccc1OCc1ccccc1F
  EBI2 block: -13
  CCR6 antagonist: 17
  CXCR6 block: -14

OC(Cc1cccnc1)c1ccccc1 (configuration not stated)
  EBI2 block: -5
  CCR6 antagonist: 14
  CXCR6 block: -2

CC1(C)CCCN(C(=O)c2coc(=O)c(Br)c2)C1
  EBI2 block: -15
  CCR6 antagonist: 29
  CXCR6 block: 0

C=C(C)CNC(=S)Nc1cccc(N)n1
  EBI2 block: 10
  CCR6 antagonist: 2
  CXCR6 block: -15

CC(=O)O[C@@H](C[C@@H](C)C1=C2C[C@H](O)C3[C@@]4(C)CCC(=O)C(C)(C)C4CC[C@]3(C)[C@@]2(C)CC1)[C@H]1OC1(C)C (some centres not stated)
  EBI2 block: -2
  CCR6 antagonist: 4
  CXCR6 block: 0

CCn1c(CNc2nc(-c3ccccc3)cs2)nnc1SCC(=O)NCc1ccco1
  EBI2 block: 0
  CCR6 antagonist: -1
  CXCR6 block: 1

Cc1c2cc[n+](CCN3CCCCC3)cc2c(C)c2c1[nH]c1ccc(O)cc12
  EBI2 block: -6
  CCR6 antagonist: -11
  CXCR6 block: 8

CC(=O)n1nc(-c2ccc(C)cc2)nc1NCc1ccc(F)cc1
  EBI2 block: 3
  CCR6 antagonist: 7
  CXCR6 block: 4

NS(=O)(=O)c1ccc(N=Nc2ccc(=O)[nH]c2O)cc1
  EBI2 block: 15
  CCR6 antagonist: 42
  CXCR6 block: 30

COc1cc(/C=C(\C(=O)O)c2ccc(S(=O)(=O)N3CCCC3)s2)ccc1OCCC(C)C
  EBI2 block: -3
  CCR6 antagonist: 7
  CXCR6 block: 1

COc1ccc2c(-c3cc4ccc(OCc5ccc(F)cc5)cc4oc3=O)cc(=O)oc2c1
  EBI2 block: 6
  CCR6 antagonist: 15
  CXCR6 block: 0

O=C(NN=Cc1ccccc1Cl)c1ccc([N+](=O)[O-])cc1
  EBI2 block: -2
  CCR6 antagonist: -2
  CXCR6 block: -3

Cc1ccc(OCCSc2ncccn2)c(C)c1
  EBI2 block: 10
  CCR6 antagonist: 14
  CXCR6 block: 2

Cc1ccccc1S(=O)(=O)N1C[C@H]2CON(C)[C@H]2C[C@H]1c1cccc(Oc2ccccc2)c1
  EBI2 block: 5
  CCR6 antagonist: 9
  CXCR6 block: 2

CCNc1ncnc2c1cnn2C1CCCCO1 (configuration not stated)
  EBI2 block: 1
  CCR6 antagonist: -1
  CXCR6 block: 1

O=C1NC2c3c(I)sc(I)c3C(=O)C2O1 (configuration not stated)
  EBI2 block: -10
  CCR6 antagonist: 29
  CXCR6 block: 15

CCOC(=O)C1CCN(C(=O)C(C)N(c2ccc(Oc3ccccc3)cc2)S(C)(=O)=O)CC1 (configuration not stated)
  EBI2 block: 9
  CCR6 antagonist: 1
  CXCR6 block: -14

O=C(O)CN1C(=O)C(=O)N(Cc2ccc(C(F)(F)F)cc2)C1=O
  EBI2 block: -4
  CCR6 antagonist: 3
  CXCR6 block: -7

Cc1ccc(/C=C2/C(=O)c3ccc(C(=O)O)cc3C2=O)o1
  EBI2 block: -5
  CCR6 antagonist: 27
  CXCR6 block: 13

Cc1cccc(C=NOCCc2ccccc2)n1
  EBI2 block: 2
  CCR6 antagonist: 5
  CXCR6 block: 1

O=C(Nc1ccc(F)cc1)Nc1cccnc1
  EBI2 block: 6
  CCR6 antagonist: 1
  CXCR6 block: -6

CCn1c(CNC(=O)Cc2ccc(OC)cc2)nnc1SCC(=O)c1ccccc1
  EBI2 block: 2
  CCR6 antagonist: 6
  CXCR6 block: 3

CCCCNC(=O)[C@@H]1CSC2c3ccccc3C(=O)N21 (some centres not stated)
  EBI2 block: 14
  CCR6 antagonist: -8
  CXCR6 block: -2

S=C(Cc1ccccc1)N1CCOCC1
  EBI2 block: -6
  CCR6 antagonist: 3
  CXCR6 block: -3

COc1ccc(CN=C2NC(=O)CC(C(=O)Nc3ccc(F)cc3)S2)cc1 (configuration not stated)
  EBI2 block: -2
  CCR6 antagonist: 0
  CXCR6 block: -5

Cn1c(=O)c2nc(SCCO)n(C)c2n(C)c1=O
  EBI2 block: -1
  CCR6 antagonist: 2
  CXCR6 block: -1

COc1ccccc1CN1CCCC(C(=O)N(C)Cc2ccccc2)C1 (configuration not stated)
  EBI2 block: 4
  CCR6 antagonist: -9
  CXCR6 block: 4

O=C(CCc1ccccc1)n1nc(-c2ccco2)nc1SCc1ccccc1
  EBI2 block: 2
  CCR6 antagonist: 17
  CXCR6 block: -1

CC(=O)C1CCC2C3CC(C)=C4CC(O)CCC4(C)C3CCC12C (configuration not stated)
  EBI2 block: 4
  CCR6 antagonist: -7
  CXCR6 block: -4

O=C1[C@H](Cc2ccccc2)NCCCC[C@@H](c2ccc(Cl)cc2)N1Cc1ccc(Cl)cc1
  EBI2 block: 7
  CCR6 antagonist: 1
  CXCR6 block: -7

O=C1Nc2ccc(Br)cc2/C1=N\N=C\C1=C(N2CCOCC2)C(=C/c2ccccc2)/CC1
  EBI2 block: 7
  CCR6 antagonist: 55*
  CXCR6 block: 41*

O=C1CCc2cc(Br)ccc2O1
  EBI2 block: -9
  CCR6 antagonist: 2
  CXCR6 block: -8

COc1cc(/C=C2\SC(=O)N(c3ccccc3Cl)C2=O)cc([N+](=O)[O-])c1O
  EBI2 block: 8
  CCR6 antagonist: 47
  CXCR6 block: 32

O=C(Cc1ccccc1)N(c1ccccc1)c1ccccc1
  EBI2 block: -2
  CCR6 antagonist: 18
  CXCR6 block: 0

c1ccc(-c2ncnc3ccccc23)cc1
  EBI2 block: 11
  CCR6 antagonist: 5
  CXCR6 block: 2

O=C(O)C(=Cc1cccc([N+](=O)[O-])c1)c1ccc(Cl)cc1
  EBI2 block: 7
  CCR6 antagonist: 9
  CXCR6 block: 3

COc1ccc2c(CC(=O)OCC(=O)N(C)c3c(N)n(Cc4ccccc4)c(=O)[nH]c3=O)coc2c1
  EBI2 block: -13
  CCR6 antagonist: 8
  CXCR6 block: 5

CC1NC(C)c2c(ccc3ccccc23)O1 (configuration not stated)
  EBI2 block: -9
  CCR6 antagonist: -12
  CXCR6 block: -12

CC12CCC(C(N)C1=O)C2(C)C (configuration not stated)
  EBI2 block: -2
  CCR6 antagonist: 12
  CXCR6 block: 1

Cc1ccc(NC(=O)CCOc2ccccc2)c(C)c1
  EBI2 block: -4
  CCR6 antagonist: -1
  CXCR6 block: 3

Carrying on:
SMILES,EBI2 block,CCR6 antagonist,CXCR6 block
NC(=S)n1[nH]c(-c2ccc([N+](=O)[O-])cc2)c(N=Nc2cccc([N+](=O)[O-])c2)c1=O,16,35,22
O=C(NCCc1ccccc1)c1ccc(NC(=O)C2CCCCC2)cc1,2,4,2
COC(=O)/C(=C\c1ccc([N+](=O)[O-])cc1)NC(=O)c1ccccc1,-1,17,-16
COc1ccccc1CNc1ncnc2cc(Cl)ccc12,-2,1,0
OC(COc1cccc2ccccc12)CN1CCN(c2ccccc2Cl)CC1 (configuration not stated),16,0,-11
CCCCOC(=O)C1C2CCC(O2)C1C(=O)OCC (configuration not stated),3,6,3
Cc1c(NS(=O)(=O)c2cccc(C(=O)OCC(=O)c3ccc(Cl)cc3)c2)c(=O)n(-c2ccccc2)n1C,-5,-3,-14
COC(=O)[C@@H](Cc1ccccc1)NS(=O)(=O)N[C@H](Cc1ccccc1)C(=O)OC,-2,1,2
C=CCn1c(SCCN2C(=O)c3ccccc3C2=O)nc2scc(-c3ccc(F)cc3)c2c1=O,14,4,-5
CCOC=C1C(=O)N(C(C)=O)c2cc(OC)c(OC)cc21,12,-5,1
C=C(CN(C)C)C(=O)c1cc(C)ccc1C,2,108*,96*
C/C(=N\NC(=O)NC1CCCCC1)c1ccc(Cl)s1,-10,8,-17
COCCNC(=O)c1c[nH]c2ccc(S(=O)(=O)N3CCC4(CC3)OCCO4)cc2c1=O,-3,4,4
N/C(=N\OS(=O)(=O)c1ccc(Cl)cc1)c1cccnc1,-3,5,-1
CCOC1CCCC(n2cnc3c(=S)nc[nH]c32)O1 (configuration not stated),6,6,2
COc1ccc(NS(=O)(=O)c2cc(NC(=O)C(CC(C)C)NC(N)=O)ccc2N2CCOCC2)cc1 (configuration not stated),-10,7,-5
COc1cccc(/C=C2/C(=O)NN(c3ccccc3)C2=O)c1,-4,3,4
Cc1cc(C)nc(-n2nc(C)cc2NC(=O)c2cccc(S(=O)(=O)N3CCOCC3)c2)n1,2,17,5
O=C1Nc2ccccc2/C1=N/N=C/c1ccc(-c2ccc([N+](=O)[O-])cc2)o1,-1,-15,8
CCOC(=O)c1c(C)cc(O)cc1O,-3,-2,-7
CC(C)COc1cccc(C(=O)Nc2cc(S(=O)(=O)N3CCOCC3)ccc2N2CCCC2)c1,20,14,17
Cc1cn(CC(=O)NCc2ccc(N(C)C)cc2)c(=O)[nH]c1=O,-5,-1,3
COc1cccc(CN(C)C(=O)c2ccc(NC(=O)CC3SC(N4CCCCC4)=NC3=O)cc2)c1OC (configuration not stated),-7,1,-7
CC(C)(C)c1ccc(OCC(=O)Nc2ccc3c4c(cccc24)C(=O)NC3=O)cc1,-14,-31,-6
O=C1OCC2=C1C(c1ccc(F)cc1)c1cc3c(cc1N2)OCCO3 (configuration not stated),-12,14,1
Nc1cc2c(cc1Br)[nH]c(=O)c1ccccc12,-26,-3,-18
O=Cc1[nH]c2ccccc2c1N(C(=O)CCl)c1ccccc1,3,2,-1
COc1ccc(-c2nc3c(C(=O)NCCN(C)C)cccc3c3ccccc23)cc1,7,33,4
CCN(CC)c1ccc(C(=C2C=CC(=[N+](CC)CC)C=C2)c2ccc(N(CC)CC)cc2)cc1,20,114*,108*
CCOC(=O)CNS(=O)(=O)c1cc(-c2n[nH]c(=O)c3ccccc23)ccc1C,8,5,7
Cn1nc(C(=O)O)c(=O)n(C)c1=O,-2,6,2
O=C(CN1C(=O)NC2(CCCC2)C1=O)N1CCN(c2ccc(C(F)(F)F)cc2[N+](=O)[O-])CC1,8,10,0
O=C(c1cccs1)c1sccc1Cc1ccccc1,3,32,4
Cc1cc(O)ccc1NC(=O)Cc1cccc2ccccc12,4,7,8
Brc1ccc(COn2ccnc2)cc1,-9,7,0
Cc1cc2ncn(C3CC(O)C(CO)O3)c2cc1C (configuration not stated),-1,6,0
CCN1CCN(C(c2ccc(OC)c(OC)c2)c2nnnn2C(C)(C)C)CC1 (configuration not stated),1,4,-7
CC(C)c1ccc2c(c1)[C@H]1OCC[C@H]1[C@@H](c1cccs1)N2,9,18,-4
COc1ccc(O)c(/C=N/NC(=S)Nc2cccc(S(=O)(=O)N(C)C)c2)c1,3,18,1
O=c1[nH]cnc2c1ncn2C1OC(CO)C(O)C1O (configuration not stated),-1,0,-7
Cn1c(-c2c(N)n(-c3ccccc3)c3nc4ccccc4nc23)nc2ccccc21,18,34,8
N#Cc1c(-c2ccc(F)cc2)c(-c2ccc(F)cc2)nn(CCO)c1=O,0,10,4
CN(C(=O)c1cccc(NC(=O)Cc2ccc(NC(=O)C3CCCN(C(=O)C4CC4)C3)cc2)c1)C1CCCC1 (configuration not stated),-8,-4,-3
O=C(c1cc2cc3ccc(Cl)cc3nc2o1)N1CCN(Cc2ccc3c(c2)OCO3)CC1,13,9,-2
Cc1cc(CNCCN(C)C)c(C)n1-c1cc(S(=O)(=O)N2CCOCC2)ccc1N1CCCC1,-12,12,3
CC(=NN(Cc1ccccc1)c1ccccc1)c1ccccc1,5,40,16
CCOC(=O)c1c[nH]c2c([N+](=O)[O-])cc(OC)cc2c1=O,1,-2,-7
Cc1c(C(=O)NNC(=O)c2ccccc2O)oc2ccc(Br)cc12,-5,1,-7
O=C(/C=C/c1ccco1)c1cccc([N+](=O)[O-])c1,5,16,1
COc1ccc(CCN2CC(C(=O)OCC(=O)N(C)CC(=O)Nc3ccccc3Cl)CC2=O)cc1OC (configuration not stated),-4,7,-6
CNc1nc(N/N=C/c2cc([N+](=O)[O-])ccc2F)nc(Nc2ccccc2)n1,3,-2,-1
Cc1ccc(NC(=O)CN(C)C(=O)Cn2ncc(Cl)c(Cl)c2=O)cc1,14,6,-7
NC(=S)NN=C1CCCCC12CCCC2,16,-7,5
CCC1S/C(=N/S(=O)(=O)c2ccc(N)cc2)NC1=O (configuration not stated),-3,5,-3
O=C(CN(Cc1cccs1)C(=O)CNS(=O)(=O)c1ccccc1)NCc1ccco1,-7,-8,-2

Bioassay records: PubChem, Sanford-Burnham Center for Chemical Genomics
